pCIP destab: p/CIP-EGFP fusion destabilizers, primary screen, fluorescence, F442A cells; Q05BA5; 16 h; decrease of EGFP signal, % at 10 µM; actives 0.01% (n = 290,000); AID 1984, 2009;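 active = EGFP signal decrease of at least 30% at 10 µM or well 3 SD below plate mean, unless failing retest; inactive = the rest, including hits failing retest or dose response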; note: some compounds called inactive have numbers as strong as hits; many of its hits are not listed in these tables
IDE inh: human IDE inhibitors in live cells, primary screen, fluorescence polarization, HEK cells, FAbetaB substrate; AID 434962, 2010; Insulin-degrading enzyme (Homo sapiens), P14735; FAbetaB cleavage; inhibition, % at 5.59 µM; actives 0.41% (n = 320,000);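 active = percent inhibition above the average of all tested compounds plus 3 SD, set per screening campaign, cut at about 16% in these data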;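 note: IDE supplied by intact live HEK cells; FP after avidin binding of uncleaved biotin substrate so inhibition keeps polarization high; 0% = DMSO wells and 100% = 60 µM reference IDE inhibitor Ii1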
Target sequence (P14735 whole entry, looked up): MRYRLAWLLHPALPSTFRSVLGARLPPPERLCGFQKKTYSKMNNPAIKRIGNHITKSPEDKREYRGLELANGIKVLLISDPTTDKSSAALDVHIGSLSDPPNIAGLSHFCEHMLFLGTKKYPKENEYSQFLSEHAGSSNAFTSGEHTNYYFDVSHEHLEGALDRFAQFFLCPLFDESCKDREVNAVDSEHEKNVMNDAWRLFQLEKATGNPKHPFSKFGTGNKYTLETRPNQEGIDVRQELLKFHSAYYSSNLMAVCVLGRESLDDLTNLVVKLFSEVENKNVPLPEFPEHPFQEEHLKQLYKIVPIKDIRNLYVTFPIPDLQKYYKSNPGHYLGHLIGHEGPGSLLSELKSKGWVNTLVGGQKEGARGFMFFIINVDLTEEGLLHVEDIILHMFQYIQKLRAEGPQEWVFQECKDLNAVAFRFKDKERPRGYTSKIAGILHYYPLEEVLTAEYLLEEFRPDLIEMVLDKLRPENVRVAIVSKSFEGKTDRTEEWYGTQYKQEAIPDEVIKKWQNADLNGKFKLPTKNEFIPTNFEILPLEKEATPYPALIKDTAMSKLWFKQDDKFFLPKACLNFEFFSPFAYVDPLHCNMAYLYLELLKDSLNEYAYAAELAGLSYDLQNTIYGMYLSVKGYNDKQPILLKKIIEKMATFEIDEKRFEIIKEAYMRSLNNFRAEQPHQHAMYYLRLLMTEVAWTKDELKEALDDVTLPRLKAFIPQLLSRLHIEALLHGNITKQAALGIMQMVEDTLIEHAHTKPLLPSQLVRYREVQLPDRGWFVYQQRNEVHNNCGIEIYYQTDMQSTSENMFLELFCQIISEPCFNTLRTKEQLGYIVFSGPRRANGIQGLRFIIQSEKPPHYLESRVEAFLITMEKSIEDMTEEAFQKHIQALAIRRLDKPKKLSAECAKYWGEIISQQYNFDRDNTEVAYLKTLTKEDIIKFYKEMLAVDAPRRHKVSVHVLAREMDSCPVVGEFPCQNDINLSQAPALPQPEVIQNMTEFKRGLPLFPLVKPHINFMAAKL
GalR3 antagonist: GalR3 antagonists in HEK293 cells, primary screen, cell-based, fluorescence readout. Galanin receptor type 3 (Homo sapiens), O60755. HEK293 GalR3-CNG cAMP membrane potential fluorescence; galR3 body fused to GalR1 C-terminus. inhibition, % at 3 µM. actives 0.44% (n = 360,000);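 active = inhibition above the screen-wide average plus 3 SD, cut at about 13% in these data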;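 note: forskolin and galanin both at EC90 stimulate the cells; cAMP rise reported by CNG channel membrane potential dye signal; 0% = forskolin plus galanin with DMSO and 100% = forskolin alone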
IMP-1 inh: IMP-1 metallo-beta-lactamase inhibitors, primary screen, biochemical, epi-absorbance readout, Pseudomonas aeruginosa enzyme | purified IMP-1, nitrocefin hydrolysis, epi-absorbance fluorescence | actives 0.45% (n = 290,000) | inhibition, % at 5.6 µM;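 active = inhibition above the mean plus 3 SD of all compounds in the same screening run, cut at about 4.5% in these data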;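 note: 0% = IMP-1 with DMSO and 100% = DMSO wells lacking enzyme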
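Assay system: purified recombinant IMP-1 beta-lactamase. Input: IMP-1 0.2 nM before substrate addition. Buffer or medium: Zinc- and detergent-supplemented HEPES buffer, pH 7.1. Schedule: 25 °C, 15 min preincubation, 25 min reaction. Signal: Epi-absorbance fluorescence, 480 nm excitation, 530 nm emission. Evaluation: percent inhibition from optical density relative to buffer-blank wells.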
CRFR2-BP antag: antagonists of CRF-BP/CRF-R2 complex, primary screen, cell-based, HEK293, calcium dye fluorescence, uHTS. CRF-induced calcium fluorescence. inhibition, % at 11.8 µM. actives 0.59% (n = 350,000). AID 588475, 2011;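 active = inhibition of the ligand-induced calcium signal above about 50% at the single tested concentration, limit read from the data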
UBC9 SUMO inh: inhibitors of in vitro SUMOylation cascade, primary screen, biochemical, HTRF, uHTS. inhibition, % at 35 µM. actives 0.36% (n = 290,000). SUMO-conjugating enzyme UBC9 (Homo sapiens), P63279. HTRF SUMOylation assay, SAE1/SAE2 + UBC9; in the data active = inhibition above about 50%, passing the limit was not always enough; note: strong numbers were not always called active
HCV NS3 hel inh: inhibitors of HCV NS3 helicase, primary screen, biochemical, Cy5 molecular beacon fluorescence; Hepatitis C virus NS3 helicase; actives 0.56% (n = 290,000); AID 1800, 2009; NS3 helicase DNA unwinding; inhibition, % at 10.9 µM;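 active = inhibition above the mean of all tested compounds plus 3 SD, set per campaign, cut at about 35% in these data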;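 note: 0% = DMSO wells and 100% = thioflavine S control wells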
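Material: hepatitis C virus NS3 helicase domain fragment enzyme; measured by: Cy5 fluorescence, 0 and 60 min reads; control set: DMSO and thioflavine S; incubation: 60 min unwinding reaction at 25 °C after ATP addition; read-out basis: % inhibition from 60/0 min fluorescence ratio, DMSO 0%, thioflavine S 100%; repeats: singlicate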
IDE act: human IDE activators in live cells, primary screen, fluorescence polarization, HEK cells, FAbeta-B substrate | Insulin-degrading enzyme (Homo sapiens), P14735 | FAbeta-B cleavage; 0% vehicle, 100% cell-free pure enzyme wells | activation, % at 5.96 µM | actives 0.073% (n = 340,000);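 active = activation above the mean of all tested compounds plus 3 SD, set per screening campaign, cut at about 17% in these data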
VIM-2 inh: VIM-2 metallo-beta-lactamase inhibitors, primary screen, biochemical, epi-absorbance readout, Pseudomonas aeruginosa enzyme; inhibition, % at 5.6 µM; actives 0.89% (n = 290,000); purified VIM-2, nitrocefin hydrolysis, epi-absorbance fluorescence;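 active = inhibition above the mean of all tested compounds plus 3 SD, cutoff set per screening run, cut at about 7.5% in these data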;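 note: red hydrolysis product quenches plate fluorescence so inhibitors raise well fluorescence; 0% = enzyme with DMSO and 100% = DMSO without enzyme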
Active calls of the source: *.

How did O=c1[nH]c(=O)c2nc3c4ccccc4c4ccccc4c3nc2[nH]1 do in these assays?
pCIP destab: 1.3; IDE inh: 4.7; GalR3 antagonist: 3.1; IMP-1 inh: -1.9; CRFR2-BP antag: -27.1; UBC9 SUMO inh: 27.9; HCV NS3 hel inh: -11.2; IDE act: 1.6; VIM-2 inh: 0.7

How did Cc1ccc(C(=O)NCC2(c3ccccc3)CCCC2)cc1 do in these assays?
pCIP destab: -1.3; IDE inh: 0.4; GalR3 antagonist: -3.9; IMP-1 inh: -2.3; CRFR2-BP antag: -5.2; UBC9 SUMO inh: -19.0; HCV NS3 hel inh: -1.7; IDE act: 1.5; VIM-2 inh: 0.2

How did O=C(C1CCCN1S(=O)(=O)c1ccc(Cl)cc1)N1CCCCC1 (stereo unspecified) do in these assays?
pCIP destab: 1.1; IDE inh: 2.6; GalR3 antagonist: 1.6; IMP-1 inh: -2.5; CRFR2-BP antag: 19.8; UBC9 SUMO inh: 10.3; HCV NS3 hel inh: -4.2; IDE act: -0.4; VIM-2 inh: -0.9

How did O=C(CSc1ccc2nnc(-c3ccncc3)n2n1)NCC1CCCO1 (stereo unspecified) do in these assays?
pCIP destab: -17.7; IDE inh: 1.0; GalR3 antagonist: 3.7; IMP-1 inh: -1.4; CRFR2-BP antag: 3.4; UBC9 SUMO inh: 8.1; HCV NS3 hel inh: 1.7; IDE act: -0.1; VIM-2 inh: -2.5

How did Cc1c(C(=O)NC2CCCc3ccccc32)cccc1[N+](=O)[O-] (stereo unspecified) do in these assays?
pCIP destab: -10.5; IDE inh: -3.5; GalR3 antagonist: -3.8; IMP-1 inh: 0.2; CRFR2-BP antag: 21.8; UBC9 SUMO inh: 12.2; HCV NS3 hel inh: -0.2; IDE act: 2.8; VIM-2 inh: -1.4

What do the screens show for `O=C(NC(=O)c1cccc(OC(F)(F)C(F)F)c1)OC1CCS(=O)(=O)C1` (stereo unspecified)?
pCIP destab: 11.5; IDE inh: 4.8; GalR3 antagonist: 1.8; IMP-1 inh: -3.6; CRFR2-BP antag: 9.4; UBC9 SUMO inh: -10.2; HCV NS3 hel inh: 0.9; IDE act: 1.2; VIM-2 inh: -3.7

Results for Cc1cc(OCC(=O)N(Cc2ccccc2)C2CCS(=O)(=O)C2)ccc1Cl (stereo unspecified) ?
pCIP destab: 8.8; IDE inh: 0.4; GalR3 antagonist: -7.4; IMP-1 inh: -1.9; CRFR2-BP antag: -7.1; UBC9 SUMO inh: -19.2; HCV NS3 hel inh: -12.4; IDE act: -2.2; VIM-2 inh: -2.1

Results for CC(C)n1cnnc1SCC(=O)Nc1cccc(S(=O)(=O)N(C)c2ccccc2)c1 ?
pCIP destab: 3.8; IDE inh: 3.9; GalR3 antagonist: -6.6; IMP-1 inh: -2.3; CRFR2-BP antag: 12.0; UBC9 SUMO inh: -3.2; HCV NS3 hel inh: -18.3; IDE act: 2.9; VIM-2 inh: -1.5

How did Cc1cc(C)c(C)c(OCC(=O)NCC2CCCO2)c1 (stereo unspecified) do in these assays?
pCIP destab: -4.3; IDE inh: -3.1; GalR3 antagonist: 1.9; IMP-1 inh: -1.5; CRFR2-BP antag: 12.9; UBC9 SUMO inh: -1.0; HCV NS3 hel inh: -6.4; IDE act: -0.3; VIM-2 inh: -1.0

How did COCCN(C(=O)COC(=O)c1ccc(C=O)cc1)c1c(N)n(Cc2ccccc2)c(=O)[nH]c1=O do in these assays?
pCIP destab: -5.7; IDE inh: -1.5; GalR3 antagonist: -1.3; IMP-1 inh: -2.4; CRFR2-BP antag: 0.9; UBC9 SUMO inh: -2.9; HCV NS3 hel inh: 16.9; IDE act: 3.7; VIM-2 inh: -2.2

Results for O=C(COc1ccccc1Cl)c1ccc2c(c1)CCCC2 ?
pCIP destab: -15.4; IDE inh: 6.0; GalR3 antagonist: -2.7; IMP-1 inh: -2.2; CRFR2-BP antag: -8.4; UBC9 SUMO inh: 13.2; HCV NS3 hel inh: 3.3; IDE act: 2.6; VIM-2 inh: -2.8

What do the screens show for `O=C(C(Cc1ccc(Cl)cc1)NS(=O)(=O)c1ccccc1)N1CC[C@@]2(O)CCCC[C@H]2C1` (stereo partly specified)?
pCIP destab: -11.2; IDE inh: -0.9; GalR3 antagonist: -7.3; IMP-1 inh: -3.7; CRFR2-BP antag: -14.6; UBC9 SUMO inh: -0.4; HCV NS3 hel inh: -0.3; IDE act: -4.8; VIM-2 inh: -1.5

What do the screens show for `CC1CCCC(C)N1C(=O)CN1C(=O)c2ccccc2S1(=O)=O` (stereo unspecified)?
IDE inh: 1.9; GalR3 antagonist: -3.5; CRFR2-BP antag: 0.0; IDE act: -0.4

How did CCN1CCN(C(C(=O)NC2CCCC2)c2ccc(Cl)cc2)CC1 (stereo unspecified) do in these assays?
pCIP destab: -7.2; IDE inh: -5.1; GalR3 antagonist: 2.3; CRFR2-BP antag: 7.3; UBC9 SUMO inh: 17.9; IDE act: 3.1

What do the screens show for `CCCCn1nnc(NC(=S)NC(=O)c2ccc(-c3cccc(Cl)c3Cl)o2)n1`?
pCIP destab: -12.4; IDE inh: 9.0; IMP-1 inh: -2.7; CRFR2-BP antag: -36.9; UBC9 SUMO inh: -5.7; HCV NS3 hel inh: 19.4; IDE act: -2.2; VIM-2 inh: -2.0

How did COC(=O)[C@H](CCSC)NC(=O)NCCC1=CCCCC1 do in these assays?
pCIP destab: -10.5; IDE inh: -1.0; GalR3 antagonist: -6.6; IMP-1 inh: 1.3; CRFR2-BP antag: 1.5; UBC9 SUMO inh: 17.0; HCV NS3 hel inh: -2.2; IDE act: 2.2; VIM-2 inh: -0.3

How did COc1ccc(S(=O)(=O)Nc2ccc(F)c(Cl)c2)cc1OC do in these assays?
pCIP destab: -20.1; IDE inh: 4.7; GalR3 antagonist: -5.4; IMP-1 inh: -0.6; CRFR2-BP antag: 25.1; UBC9 SUMO inh: 3.7; HCV NS3 hel inh: -3.1; IDE act: 3.3; VIM-2 inh: -2.1

What do the screens show for `COC(=O)c1ccc(OC(=O)CCS(=O)(=O)c2ccc(C)cc2)cc1`?
IDE inh: -1.7; GalR3 antagonist: -6.1; CRFR2-BP antag: 6.7; IDE act: 2.0

What do the screens show for `O=S(=O)(Nc1cccc(CCc2ccccn2)c1)c1ccc(Cl)cc1`?
pCIP destab: -4.8; IDE inh: -0.4; GalR3 antagonist: -6.5; IMP-1 inh: 0.3; CRFR2-BP antag: -5.6; UBC9 SUMO inh: 11.4; HCV NS3 hel inh: -20.9; IDE act: 5.7; VIM-2 inh: -2.0

Results for CN(C)C(=O)CSc1nnc(CCCCCNC(=O)OC(C)(C)C)o1 ?
pCIP destab: -11.8; IDE inh: -0.5; GalR3 antagonist: -3.8; IMP-1 inh: -2.4; CRFR2-BP antag: 20.2; UBC9 SUMO inh: -11.6; HCV NS3 hel inh: 5.6; IDE act: 1.5; VIM-2 inh: -1.6

Results for CSc1nsc(SC)c1C(=O)Nc1ccc(C(C)(C)C)cc1 ?
pCIP destab: 4.5; IDE inh: -3.0; GalR3 antagonist: -5.1; IMP-1 inh: -2.7; CRFR2-BP antag: -2.8; UBC9 SUMO inh: -10.1; HCV NS3 hel inh: 4.5; IDE act: 0.1; VIM-2 inh: -2.2

How did CC(C)(C)C1(O)CC(C(F)(F)F)=NN1C(=O)CCc1ccccc1 (stereo unspecified) do in these assays?
pCIP destab: -6.6; IDE inh: 0.7; GalR3 antagonist: -2.9; IMP-1 inh: -2.8; CRFR2-BP antag: -54.1; UBC9 SUMO inh: -4.7; HCV NS3 hel inh: -0.5; IDE act: -5.0; VIM-2 inh: -0.5

What do the screens show for `CC(C)CN(C(=O)c1cc([N+](=O)[O-])cc([N+](=O)[O-])c1)C1CCS(=O)(=O)C1` (stereo unspecified)?
IDE inh: 3.4; GalR3 antagonist: -0.4; CRFR2-BP antag: -6.0; IDE act: -2.3

What do the screens show for `CCOC(=O)c1cccc(N2C(=O)C3C(C2=O)C2C=CC3C23CC3)c1` (stereo unspecified)?
pCIP destab: -3.6; IDE inh: -3.1; GalR3 antagonist: -3.1; IMP-1 inh: -0.8; CRFR2-BP antag: 6.8; UBC9 SUMO inh: 11.1; HCV NS3 hel inh: -14.6; IDE act: -0.6; VIM-2 inh: -1.6

What do the screens show for `O=c1nc(-c2ccccc2)c2cc(Br)ccc2[nH]1`?
pCIP destab: -5.8; IDE inh: 0.9; GalR3 antagonist: -7.4; IMP-1 inh: -1.3; CRFR2-BP antag: -3.5; UBC9 SUMO inh: 11.6; HCV NS3 hel inh: -1.0; IDE act: -0.3; VIM-2 inh: -0.5

What do the screens show for `COC(=O)c1sccc1-n1cccc1C(=O)C(=O)N1CCCCC1`?
pCIP destab: -20.4; IDE inh: -0.4; GalR3 antagonist: -1.6; IMP-1 inh: 1.7; CRFR2-BP antag: 4.6; UBC9 SUMO inh: 11.2; HCV NS3 hel inh: -0.8; IDE act: -1.3; VIM-2 inh: -1.2

How did CCc1ccc(CNC(=O)CCCn2c(=O)c3cccn3c3cccnc32)cc1 do in these assays?
pCIP destab: -15.9; IDE inh: -2.0; GalR3 antagonist: -1.5; IMP-1 inh: -3.6; CRFR2-BP antag: 15.8; UBC9 SUMO inh: 22.6; HCV NS3 hel inh: -3.2; IDE act: 1.1; VIM-2 inh: -1.5

How did c1ccc2[nH]c(CN3CCCCCC3)nc2c1 do in these assays?
pCIP destab: 14.1; IDE inh: 0.4; GalR3 antagonist: -7.1; IMP-1 inh: -2.0; CRFR2-BP antag: -23.7; UBC9 SUMO inh: 0.2; HCV NS3 hel inh: -2.4; IDE act: 1.2; VIM-2 inh: -2.8

How did c1ccc2[nH]c(SCCN3CCOCC3)nc2c1 do in these assays?
pCIP destab: 2.2; IDE inh: 2.5; GalR3 antagonist: -10.1; IMP-1 inh: -2.3; CRFR2-BP antag: 9.1; UBC9 SUMO inh: 6.1; HCV NS3 hel inh: 0.9; IDE act: 1.9; VIM-2 inh: -6.2

What do the screens show for `O=C(Nc1ccccc1N1CCCC1)c1ccc(N2CCCC2=O)cc1`?
IDE inh: 7.6; GalR3 antagonist: -2.8; CRFR2-BP antag: -9.9; IDE act: -1.5

How did COc1ccc(-n2c(C)nc3c(cnn3-c3ccc(C)c(C)c3)c2=O)cc1 do in these assays?
pCIP destab: -8.5; IDE inh: 3.4; GalR3 antagonist: 1.8; IMP-1 inh: 3.7; CRFR2-BP antag: 15.7; UBC9 SUMO inh: -6.4; HCV NS3 hel inh: -4.9; IDE act: 4.2; VIM-2 inh: -1.6
